USP1 inh: Inhibitors of USP1/UAF1: Primary Screen | 390,000 tested, 0.23% active | AID 743255, 2014 | Potency, µM (series often up to 57.1 µM), without a hit: at the top dose activity change, negative = inhibition, usual class: inhibitors | recombinant USP1/UAF1, Ub-Rhodamine cleavage fluorescence; note: potency is the fitted concentration of half-maximal effect; % is set by controls: 0 for no effect and ±100 for the full control effect; nearly all actives have a fitted effect of over 60% in size; inactives centre near -12
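In this screen, compounds sit with the deubiquitinase complex (1nM) for 15 min at room temperature before Ub-Rho is added at 150nM final. Fluorescence rise is then followed for 6 reads every 60 seconds.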
TrxR1 substrate: qHTS Assay for Substrates of Mammalian Selenoprotein Thioredoxin Reductase 1 (TrxR1): qHTS | Thioredoxin reductase 1, cytoplasmic (Rattus norvegicus), O89049 | purified TrxR1 substrate turnover, NADPH consumption readout | Potency, µM (doses to about 114 µM), for inactives: at the highest dose activity change, negative = substrate turnover | 390,000 tested, 0.01% active | AID 588456, 2011; note: potency is the fitted concentration of half-maximal effect; % is set by controls: 0 for no effect and ±100 for the full control effect; nearly all actives have a fitted effect of over 50% in size
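Rat TrxR1, dispensed at 90 nM, was prereduced with 400 uM NADPH (final) for 5 min at ~22 deg C, then incubated with compound 15 min before 400 uM selenite. A first-read NADPH fluorescence drop versus no-compound background flagged substrates.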
IDH1 R132H inh: qHTS for Inhibitors of mutant isocitrate dehydrogenase 1 (IDH1): qHTS; Potency, µM (series often up to 76.6 µM), for inactives: at the top dose activity change, negative = inhibition, actives largely listed as inhibitors; 390,000 tested, 0.093% active; IDH1-R132H enzyme, NADPH consumption, diaphorase/resazurin fluorescence; AID 602179, 2012; note: potency is the fitted concentration of half-maximal effect; % is set by controls: 0 for no effect and ±100 for the full control effect; nearly all actives have a fitted effect of over 65% in size
Target sequence (O75874 whole entry R132H, stated change not applied): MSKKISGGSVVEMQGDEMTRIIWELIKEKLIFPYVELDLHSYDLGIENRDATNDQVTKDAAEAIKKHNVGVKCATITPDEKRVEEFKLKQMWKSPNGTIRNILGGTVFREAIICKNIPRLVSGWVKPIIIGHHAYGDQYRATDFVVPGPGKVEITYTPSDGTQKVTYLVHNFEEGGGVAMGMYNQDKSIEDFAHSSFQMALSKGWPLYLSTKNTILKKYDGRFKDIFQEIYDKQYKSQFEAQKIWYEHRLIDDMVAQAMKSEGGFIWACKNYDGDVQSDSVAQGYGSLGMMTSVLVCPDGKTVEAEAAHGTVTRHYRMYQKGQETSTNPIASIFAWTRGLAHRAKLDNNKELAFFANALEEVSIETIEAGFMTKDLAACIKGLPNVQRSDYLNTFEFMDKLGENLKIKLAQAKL
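IDH1-R132H (0.5 ug/mL dispensed) in pH 7.5 Tris buffer was preincubated 30 min with compound, then given a substrate mix of 0.016 mM NADPH and 2 mM alpha-KG for 80 min at room temperature; remaining NADPH was read by diaphorase/resazurin fluorescence.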
GRP78 ERSR act: qHTS for Inducers of the Endoplasmic Reticulum Stress Response (ERSR) in Human Glioma: qHTS | Potency, µM, for inactives: at the top dose activation, hits mostly activators | U87-MG GRP78 promoter luciferase reporter, 16 h | 420,000 tested, 0.02% active; note: potency is the fitted concentration of half-maximal effect; series mostly up to about 76 µM; % of control where 0% means no effect; nearly all actives have a fitted effect of over 35% in size
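Stably transfected U87-MG glioma cells carrying a GRP78-based luciferase sensor; 16 h compound incubation. Luminescence end-point read 10 min after Bright-Glo addition at room temperature.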
LDHA block: qHTS assay for inhibitors of human lactate dehydrogenase | AID 1347041, 2019 | 480,000 tested, 0.15% active | purified LDHA, NADH/diaphorase-resazurin fluorescence; hits give low values | L-lactate dehydrogenase A chain (Homo sapiens), P00338 | activity change, % (values are at about 110 or 230 µM); in the data active = activity change below about -30%; inconclusive = mostly about -25% to -30%;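 note: plate controls were DMSO wells for no effect and wells without enzyme for full effect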
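Human LDH5 at 2 nM final in Tris HCl pH 7.4 with 0.06 mM NADH and 0.2 mM pyruvate, reacted 5 minutes at room temperature. Remaining NADH coupled via diaphorase/resazurin; resorufin fluorescence read at 0 and 20 minutes, normalized to enzyme-free and DMSO wells.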
RXFP1 ag: qHTS Assay for Agonists of the Relaxin Receptor RXFP1; Relaxin receptor 1 (Homo sapiens), Q9HBX9; HEK293T-RXFP1 cAMP TR-FRET, 30 min; response scale: percent of porcine relaxin response, buffer zero; Potency, µM (top dose mostly 57.5 µM), for the others: at the highest dose activation, hits mostly activators; 370,000 tested, 0.3% active; note: potency is the fitted concentration of half-maximal effect; % is set by controls: 0 for no effect and ±100 for the full control effect; nearly all actives have a fitted effect of over 60% in size; many of its hits are not listed in these tables
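HEK293T cells stably expressing RXFP1 were pretreated with the PDE4 inhibitor Ro 20174, exposed to compounds for 30 min at 37C, lysed, and cAMP was read by TR-FRET. Data normalized to buffer (basal) and 29 nM porcine relaxin (100%).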
PI4K2A block: qHTS for small molecular inhibitors of PI4K2A; purified PI4K2A, ADP-Glo luminescence, 1 h; hits give low values; activity change, negative = inhibition, % at 76.9 µM; 420,000 tested, 0.13% active; in the data active = activity change below about -50%; inconclusive = mostly about -30% to -49%;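 note: -100% = wells without enzyme as full effect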
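Compounds are screened against recombinant PI4K2A using PI as substrate and ATP, the latter dispensed at 300 microM. Reactions run one hour at ambient temperature before ADP-Glo detection; full inhibition defined by wells lacking enzyme.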
Vif-A3G inh: qHTS for Inhibitors of Vif-A3G Interactions: qHTS; DNA dC->dU-editing enzyme APOBEC-3G (Homo sapiens), Q9HC16; HeLa A3G-eYFP + Vif (tagged APOBEC3G with the HIV-1 protein that degrades it), YFP fluorescence, overnight; Potency, µM (titrated, usually from 46.1 µM), without a hit: top-dose activity, negative = active, actives largely listed as inhibitors; 410,000 tested, 0.076% active; AID 602310, 2012;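 note: potency is the fitted concentration of half-maximal effect; % is set by controls: 0 for no effect and ±100 for the full control effect; nearly all actives have a fitted effect of over 60% in size; hits raise eYFP signal because A3G escapes Vif-driven loss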
Target sequence (Q9HC16 whole entry, looked up): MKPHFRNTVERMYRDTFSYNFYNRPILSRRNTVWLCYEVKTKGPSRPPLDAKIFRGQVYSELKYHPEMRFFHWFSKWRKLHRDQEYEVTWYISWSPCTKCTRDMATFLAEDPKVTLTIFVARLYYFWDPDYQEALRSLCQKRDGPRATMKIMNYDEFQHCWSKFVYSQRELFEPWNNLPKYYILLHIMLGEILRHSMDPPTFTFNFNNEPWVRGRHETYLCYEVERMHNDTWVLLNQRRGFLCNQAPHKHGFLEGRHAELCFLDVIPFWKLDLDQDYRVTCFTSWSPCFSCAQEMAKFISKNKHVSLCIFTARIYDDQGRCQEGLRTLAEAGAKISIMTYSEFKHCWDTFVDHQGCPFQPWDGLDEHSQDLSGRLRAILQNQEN
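HeLa cells stably expressing Vif and C-terminally eYFP-tagged A3G, seeded overnight at 37 deg C, then exposed to compound by pintool overnight at 37 deg C. Rise in yellow fluorescence (Ex 488/Em 500-530, Acumen) marks blocked Vif-driven A3G degradation.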
Vif-A3F inh: qHTS for Inhibitors of Vif-A3F Interactions: qHTS. HeLa A3F-eYFP + Vif (tagged APOBEC3F with the HIV-1 protein that degrades it), YFP fluorescence increase. Potency, µM (top dose mostly 46.1 µM), without a hit: top-dose activity, negative = active. 390,000 tested, 0.2% active. AID 602313, 2012; note: potency is the fitted concentration of half-maximal effect; % of control where 0% means no effect; nearly all actives have a fitted effect of over 65% in size
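Fluorescence increase (Ex 488/Em 500-530) after overnight compound treatment at 37 deg C flags inhibition of Vif-driven A3F-eYFP loss in stable HeLa A3F-eYFP/Vif cells seeded overnight beforehand.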
* hit, by the source's call; u = inconclusive; x = not tested or not shown; & = joins results of further samples; [ ] = another dose, or the depositor's remark. Unless noted, calls come from the whole dose curve; as a rule, active = well fitted curve in the direction sought with a large enough effect; inconclusive = small, poorly fitted or top-dose-only effect, or another doubt; inactive = no such curve, though single readings can be large; an effect the other way counts as inactive or inconclusive. These rows are one share of the data; count on the stated rates, not on these rows.

cpd	Molecule	USP1 inh	TrxR1 substrate	IDH1 R132H inh	GRP78 ERSR act	LDHA block	RXFP1 ag	PI4K2A block	Vif-A3G inh	Vif-A3F inh
1	O=C(NCc1ccco1)c1cc2ccccc2o1	-4%	-4%	9%	6%	-7	-0.9%	8	1%	-8%
2	CCOC(=O)C(C(=O)N1CCOCC1)C1CCCCC1 (centres undefined)	2%	-2%[57.1 µM]	-7%	-2%	-2	0.1%	-3	0%	-5%
3	CC(C)N(Cc1ccccc1)C(=O)c1ccc2c(c1)OCO2	-24%	3%	0%	-7%	0	-0.6%	-4	3%	-8%
4	Cc1c(/C=N/n2cnnc2)c2ccccc2n1CCOc1ccccc1	-17%	-6%	1%	4%	-1	1.0%	-1	3%	2%
5	COc1cccc2c1cc1c(=O)n(CC(=O)N3CCN(c4cccc(C(F)(F)F)c4)CC3)nc(C)n12	-22%	19%	-13%	-2%	-8	0.5%	0	5%	-2%
6	COc1ccc(CN(C)C(=O)Cn2cnc(C(=O)Nc3ccc(C)c(C)c3)n2)cc1OC	-4%	-4%	0%	2%	-10	x	4	-1%	-4%
7	CCOc1ccc(NC(=O)C2CC(=O)NC(N3CCc4ccccc43)=N2)cc1 (centres undefined)	-23%	5%	5%	-2%	-12	-0.8%	3	-7%	0%
8	CCC(C)Sc1ccc([C@H]2N[C@@](Cc3ccccc3)(C(=O)OC)[C@H]3C(=O)N(CC)C(=O)[C@@H]23)cc1OC (some centres undefined)	16%	-9%	5%	-2%	0	-0.8%	2	0%	2%
9	O=C(Cc1ccc(Cl)cc1)c1c[nH]c(C(=O)NCc2cccnc2)c1	-7%	11%[0.0914 µM]	0%	-6%	-1	28%	-1	-6%	-1%
10	O=C(c1ccc(Cn2ccc([N+](=O)[O-])n2)cc1)N1CCN(Cc2ccccc2)CC1	-12%	12%[57.1 µM]	3%	-4%	-7	0.6%	-4	-1%	-6%
11	COc1cc(/C=N/NC(=O)NC23CC4CC(CC(C4)C2)C3)ccc1OCC(N)=O	-13%	0%	-1%	-6%	0	9.5%	-3	-1%	6%
12	O=C(NCc1ccccn1)c1ccc2c(c1)N(Cc1ccccc1)CCS2	-19%	110%[activator]	12%	6%	0	3.0%	-2	-12%	-5%
13	O=C(CCN1C(=O)c2ccccc2S1(=O)=O)Nc1ccc(F)cc1F	-14%	1%	7%	-1%	0	3.2%	2	-3%	1%
14	CCOC(=O)c1cccc(NC(=O)CCC(=O)N2CC(C)Oc3ccc(C)cc32)c1 (centres undefined)	-10%	4%	-5%	-3%	-2	0.1%	5	-5%	4%
15	COc1cc(OC)cc(C(=O)N(CN2CCCC2=O)c2ccccc2OC)c1	-18%	-8%	-3%	0%	0	0.2%	-1	0%	-7%
16	CCOC(=O)C(O)(CCC(O)(C(=O)OCC)C(=O)OCC)C(=O)OCC	-3%	6%	3%	0%	1	0.1%	0	2%	-3%
17	CC1(CC(=O)N/N=C/c2ccc(-c3cccc(C(F)(F)F)c3)o2)OCCO1	-25%	-7%	4%	-3%	-1	2.8%	0	1%	3%
18	O=c1[nH]c2cnn(-c3ccccc3)c2c(=O)n1O	-20%	-2%	4%	-2%	11	x	-6	-10%	-16%
19	Cc1cccc(CNC(=O)c2ccc(NC(=O)N3CC(C)Sc4ccccc43)cc2)c1 (centres undefined)	u	0%	-11%	-3%	3	1.5%	-2	4%	1%
20	O=[N+]([O-])c1ccccc1/C=C/C=N/n1c(-c2cc(-c3ccccc3)n[nH]2)n[nH]c1=S	4%	-5%[11.4 µM]	8%	-1%	-22	1.1%	-17	-30%	u
21	Cc1cc(NC(=O)C(C)Sc2nnc(NCc3ccco3)s2)no1 (centres undefined)	-6%	-4%	3%	3%	0	-0.1%	-5	-7%	-23%
22	COc1cc(/C=C(/C#N)c2ccccc2)ccc1Oc1ccc([N+](=O)[O-])cn1	-15%	4%[57.1 µM]	4%	5%	-2	-0.2%	1	3%	-1%
23	Cc1cc(=O)[nH]c(-n2[nH]c(C)cc2=O)n1	8%	0%	-4%	-4%	9	-0.4%	-4	-1%	u
24	CCCN1/C(=C(\C#N)C2=NS(=O)(=O)c3ccccc32)N(C)c2ccccc21	-1%	-12%	0%	-4%	-3	x	-10	1%	-1%

Record cards, as listed above. Order of screens: USP1 inh | TrxR1 substrate | IDH1 R132H inh | GRP78 ERSR act | LDHA block | RXFP1 ag | PI4K2A block | Vif-A3G inh | Vif-A3F inh
Record of COc1cc(/C=C(/C#N)c2ccccc2)ccc1Oc1ccc([N+](=O)[O-])cn1 → -15% | 4%[57.1 µM] | 4% | 5% | -2 | -0.2% | 1 | 3% | -1%
Record of Cc1cccc(CNC(=O)c2ccc(NC(=O)N3CC(C)Sc4ccccc43)cc2)c1 (centres undefined) → u | 0% | -11% | -3% | 3 | 1.5% | -2 | 4% | 1%
Record of CC1(CC(=O)N/N=C/c2ccc(-c3cccc(C(F)(F)F)c3)o2)OCCO1 → -25% | -7% | 4% | -3% | -1 | 2.8% | 0 | 1% | 3%
Record of CCCN1/C(=C(\C#N)C2=NS(=O)(=O)c3ccccc32)N(C)c2ccccc21 → -1% | -12% | 0% | -4% | -3 | x | -10 | 1% | -1%
Record of Cc1cc(NC(=O)C(C)Sc2nnc(NCc3ccco3)s2)no1 (centres undefined) → -6% | -4% | 3% | 3% | 0 | -0.1% | -5 | -7% | -23%

Back to the main list, repeating the two entries before the break.
Assay codes: A = USP1 inh; B = TrxR1 substrate; C = IDH1 R132H inh; D = GRP78 ERSR act; E = LDHA block; F = RXFP1 ag; G = PI4K2A block; H = Vif-A3G inh; I = Vif-A3F inh
23	Cc1cc(=O)[nH]c(-n2[nH]c(C)cc2=O)n1
  A: 8%; B: 0%; C: -4%; D: -4%; E: 9; F: -0.4%; G: -4; H: -1%; I: u
24	CCCN1/C(=C(\C#N)C2=NS(=O)(=O)c3ccccc32)N(C)c2ccccc21
  A: -1%; B: -12%; C: 0%; D: -4%; E: -3; F: x; G: -10; H: 1%; I: -1%
25	CCOc1ccc(C2NC(=O)c3n[nH]c(C)c32)cc1 (centres undefined)
  A: -9%; B: -6%; C: -4%; D: -2%; E: -10; F: 2.2%; G: -5; H: -4%; I: 1%
26	CC(C)N=C(NS(=O)(=O)c1ccc(Br)cc1)c1ccc(Cl)cc1
  A: 9%; B: -5%; C: 0%; D: -2%; E: -6; F: -3.1%; G: -12; H: 1%; I: 13%
27	CN(CCCC(=O)O)c1ccc(N=Nc2ccc([N+](=O)[O-])cc2)cc1
  A: -5%; B: -11%; C: 11%; D: -7%; E: 4; F: x; G: u; H: 3%; I: 0%
28	CCCCCC(=O)Nc1ccc(S(=O)(=O)Nc2ccc(Cl)nn2)cc1
  A: 8%; B: 4%[57.1 µM]; C: -15%; D: -1%; E: 0; F: 2.4%; G: -4; H: -2%; I: 0%
29	CC(C)C(=O)Nc1sc2c(c1C(N)=O)CCN(Cc1ccccc1)C2
  A: -18%; B: 3%[57.1 µM]; C: -2%; D: 2%; E: -9; F: 0.1%; G: 1; H: 1%; I: 2%
30	COc1ccccc1NC(=O)NCC(c1ccco1)N1CCCCC1 (centres undefined)
  A: -15%; B: 4%[11.4 µM]; C: 1%; D: 1%; E: -9; F: 0.3%; G: 10; H: -12%; I: 6%
31	Cc1cccc(NC(=O)C2CCN(S(=O)(=O)c3c(C)[nH]c(=O)[nH]c3=O)CC2)c1
  A: -26%; B: -1%; C: 9%; D: -3%; E: -12; F: 2.7%; G: -4; H: -2%; I: 2%
32	Cc1ccccc1OCC(=O)OCC(=O)NCCc1ccccc1
  A: -14%; B: 7%; C: -2%; D: -3%; E: 1; F: 1.9%; G: -2; H: 2%; I: 6%
33	COC(=O)c1cc2ccccc2oc1=O
  A: -9%; B: 4%; C: 1%; D: -1%; E: 2; F: 0.7%; G: 1; H: -3%; I: -12%
34	COC(=O)c1ccc(COC(=O)c2ccc(N(C)C)cc2)cc1
  A: -25%; B: -1%; C: 1%; D: -2%; E: 1; F: -0.8%; G: -3; H: 2%; I: 6%
35	O=C(COc1ccc2ccc(=O)oc2c1)c1ccccc1
  A: 9%; B: 9%[57.1 µM]; C: 1%; D: 0%; E: 8&-8; F: 8.1%; G: 3; H: 3%; I: -2%
36	CCOc1ccccc1NC(=O)C1CCCN(C(=O)NCc2ccccc2)C1 (centres undefined)
  A: -10%; B: 0%[57.1 µM]; C: 9%; D: -1%; E: -4; F: 1.3%; G: 1; H: 1%; I: 9%
37	N#Cc1nc(-c2ccco2)oc1NCCCN1CCOCC1
  A: -13%; B: 106%[activator][57.1 µM]; C: -1%; D: -6%; E: -13; F: 0.5%; G: 13; H: 1%; I: -11%
